PAD4 inhibitors = blockers of protein arginine deiminase 4 – biochemical, fluorescence polarization, primary screen (AID 463073). recombinant PAD4, RFA probe fluorescence polarization; stronger effect = higher value. inhibition, % at 5 µM. actives 0.5% (n = 2,000);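 active means inhibition above 30%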;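 further: 0% = PAD4 with DMSO and 100% = wells lacking PAD4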
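System: recombinant PAD4. Amount: PAD4 at 2 µM in dispensed buffer, before additions. Doses: single 5 µM final compound concentration. Timing: 30 min 25 °C preincubation, 5 h 37 °C labeling. Benchmarks: wells lacking PAD4 as full-inhibition control. Repeats: single well per compound. Measured by: FP, ex 525 nm, em 598 nm.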
Starred values were filed as active, the others as inactive.

SMILES: CN[C@H]1C[C@H]2O[C@@](C)([C@H]1OC)n1c3ccccc3c3c4c(c5c6ccccc6n2c5c31)C(=O)NC4
  PAD4 inhibitors: 8.2
SMILES: CCNC(=S)N(C)CCc1cc2c(c(OC)c1C=C1C(=O)N(C)C(=O)N(C)C1=O)OCO2
  PAD4 inhibitors: 0.8
SMILES: CCn1c(O)c(C(=O)CC2NCCc3ccccc32)c(=O)n(CC)c1=S (configuration not stated)
  PAD4 inhibitors: -2.5
SMILES: O=C1CC[C@@]2(O)[C@H]3Cc4ccc(O)c5c4[C@@]2(CCN3CC2CC2)[C@H]1O5
  PAD4 inhibitors: 5.9
SMILES: O=C(CCCN1CCC2(CC1)C(=O)NCN2c1ccccc1)c1ccc(F)cc1
  PAD4 inhibitors: -3.8
SMILES: CC12CC[C@H]3[C@@H](CCC4(O)C[C@H](O)CCC34/C=N/NC(=O)Cc3ccccc3)C1(O)CCC2C1=CC(=O)OC1 (some centres not stated)
  PAD4 inhibitors: -2.6
SMILES: CC(C)NC(C)C(=O)c1ccc2ccccc2c1 (configuration not stated)
  PAD4 inhibitors: 3.7
SMILES: COc1ccc(OC)c([C@@H](O)[C@H](C)NC(C)(C)C)c1
  PAD4 inhibitors: 5.6
SMILES: C[C@@H]1O[C@@H](O[C@H]2C[C@@H](O)[C@]3(CO)[C@H]4[C@H](O)C[C@]5(C)[C@@H](C6=CC(=O)OC6)CC[C@]5(O)[C@@H]4CC[C@]3(O)C2)[C@H](O)[C@H](O)[C@H]1O
  PAD4 inhibitors: -6.5
SMILES: CN1CCN(C(=O)OC2c3nccnc3C(=O)N2c2ccc(Cl)cn2)CC1 (configuration not stated)
  PAD4 inhibitors: -2.0
SMILES: CC12CN3CC(C)(CN(C1)C3c1cccnc1)C2=O (configuration not stated)
  PAD4 inhibitors: 5.0
SMILES: CCCC(C)(COC(N)=O)COC(=O)NC(C)C (configuration not stated)
  PAD4 inhibitors: 0.7

For reference, some entries already given:
SMILES: CN[C@H]1C[C@H]2O[C@@](C)([C@H]1OC)n1c3ccccc3c3c4c(c5c6ccccc6n2c5c31)C(=O)NC4
  PAD4 inhibitors: 8.2
SMILES: CCNC(=S)N(C)CCc1cc2c(c(OC)c1C=C1C(=O)N(C)C(=O)N(C)C1=O)OCO2
  PAD4 inhibitors: 0.8
SMILES: CCn1c(O)c(C(=O)CC2NCCc3ccccc32)c(=O)n(CC)c1=S (configuration not stated)
  PAD4 inhibitors: -2.5
SMILES: O=C1CC[C@@]2(O)[C@H]3Cc4ccc(O)c5c4[C@@]2(CCN3CC2CC2)[C@H]1O5
  PAD4 inhibitors: 5.9
SMILES: O=C(CCCN1CCC2(CC1)C(=O)NCN2c1ccccc1)c1ccc(F)cc1
  PAD4 inhibitors: -3.8
SMILES: CC12CC[C@H]3[C@@H](CCC4(O)C[C@H](O)CCC34/C=N/NC(=O)Cc3ccccc3)C1(O)CCC2C1=CC(=O)OC1 (some centres not stated)
  PAD4 inhibitors: -2.6

The list is partial; rates above refer to the full screens.
